BioA inh: blocks M. tuberculosis BioA enzyme activity; purified M. tuberculosis BioA enzyme, plate reader; inhibition, % at 9.99 µM; 0.096% of 360,000 active; AID 602481; in the data active = inhibition above about 40%; inconclusive = no clear call, values can overlap the other calls
FadD28 binding: blocks FadD28 binding to the bisubstrate probe; fluorescence polarization; 0.22% of 360,000 active; inhibition, % at 12.5 µM; in the data active = inhibition above about 8.5%, passing the limit was not always enough; inconclusive = no clear call, values can overlap the other calls
Mtb UGM inh: Mtb UDP-galactopyranose mutase inhibition. inhibition, % at 10 µM. purified UGM, fluorescence polarization probe displacement. P9WIQ1. AID 504406. 0.06% of 320,000 active; in the data active = inhibition above about 10%, passing the limit was not always enough; inconclusive = no clear call, values can overlap the other calls
CCHF vOTU inh: CCHFV vOTU protease inhibition | Pep-AMC fluorescence | inhibition, % at 11.5 µM | 0.55% of 370,000 active; note: 0% = vehicle wells with enzyme and 100% = no enzyme wells
Mtb FBA inh: inhibits M. tuberculosis FBA enzyme. P9WQA3. inhibition, % at 1 µM. 2.3% of 360,000 active. purified M. tuberculosis FBA, fluorescence read-out; in the data active = inhibition above about 27%;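 note: 0% = vehicle and 100% = reference inhibitor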
Target sequence (P9WQA3 whole entry, looked up): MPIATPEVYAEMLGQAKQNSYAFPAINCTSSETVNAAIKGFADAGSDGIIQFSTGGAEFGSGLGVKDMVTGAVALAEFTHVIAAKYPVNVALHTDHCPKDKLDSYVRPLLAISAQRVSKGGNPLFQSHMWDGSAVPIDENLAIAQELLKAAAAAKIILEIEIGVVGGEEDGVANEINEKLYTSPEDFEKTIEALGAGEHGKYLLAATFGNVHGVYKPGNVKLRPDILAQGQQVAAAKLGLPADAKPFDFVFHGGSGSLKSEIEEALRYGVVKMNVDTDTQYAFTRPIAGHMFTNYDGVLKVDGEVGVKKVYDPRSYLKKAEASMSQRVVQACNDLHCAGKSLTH
BoNT F protease: blocks Botulinum neurotoxin F light chain protease | inhibition, % at 10 µM | 0.22% of 360,000 active | AID 588497 | Multiplex microsphere protease cleavage assay, flow cytometry; in the data active = inhibition above about 35%, passing the limit was not always enough; inconclusive = no clear call, values can overlap the other calls; note: plate controls were buffer without enzyme for full effect and enzyme alone for no effect
DUSP3 inh: DUSP3 (human) phosphatase inhibition. AID 1654. inhibition, % at 13.3 µM. 0.52% of 290,000 active. P51452. recombinant VHR phosphatase, pNPP absorbance; in the data active = inhibition above about 50%; note: some compounds called inactive have numbers as strong as hits
Target sequence (P51452 whole entry, looked up): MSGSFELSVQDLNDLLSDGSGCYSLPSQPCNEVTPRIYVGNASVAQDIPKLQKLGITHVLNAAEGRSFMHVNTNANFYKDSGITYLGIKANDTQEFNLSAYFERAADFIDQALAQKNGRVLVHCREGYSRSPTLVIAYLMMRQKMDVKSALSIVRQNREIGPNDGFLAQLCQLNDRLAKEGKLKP
MazEF act: activators of E. coli MazEF toxin-antitoxin RNase; P0AE70; FAM/BHQ RNA-DNA oligo cleavage fluorescence, 5 h; activation, % at 20 µM; 0.32% of 350,000 active; AID 504720; in the data active = activation above about 50%
Target sequence (P0AE70 whole entry, looked up): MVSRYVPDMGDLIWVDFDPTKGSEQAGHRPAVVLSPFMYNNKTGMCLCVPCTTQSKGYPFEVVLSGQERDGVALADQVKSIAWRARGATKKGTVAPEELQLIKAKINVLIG
GDH-TPI counter: counter-screen for M. tuberculosis FBA inhibitors: GDH-TPI coupled enzymes; GDH-TPI coupled enzyme counterscreen, NADH absorbance; inhibition, % at 4.8 µM; 1.2% of 360,000 active; AID 588335;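 note: 0% = DMSO wells and 100% = wells lacking the enzyme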
Rv3671c inh: inhibits the M. tuberculosis serine protease Rv3671c. P9WHR9. inhibition, % at 5.96 µM. 0.048% of 320,000 active; in the data active = inhibition above about 38%;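 note: extracellular domain of Rv3671c used as enzyme; 0% = enzyme with DMSO and 100% = no enzyme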
Target sequence (P9WHR9 whole entry, looked up, the tested form may be a part): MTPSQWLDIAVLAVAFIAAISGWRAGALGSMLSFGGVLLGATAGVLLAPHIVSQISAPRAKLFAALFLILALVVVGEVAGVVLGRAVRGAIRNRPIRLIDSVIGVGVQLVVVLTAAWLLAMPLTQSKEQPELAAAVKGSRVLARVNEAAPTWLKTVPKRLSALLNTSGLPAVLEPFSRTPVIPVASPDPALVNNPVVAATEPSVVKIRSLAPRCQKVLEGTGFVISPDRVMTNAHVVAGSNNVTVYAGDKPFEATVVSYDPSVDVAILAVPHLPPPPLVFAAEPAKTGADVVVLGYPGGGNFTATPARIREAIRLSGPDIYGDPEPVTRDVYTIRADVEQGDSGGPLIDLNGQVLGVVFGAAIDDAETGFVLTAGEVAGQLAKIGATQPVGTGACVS
Starred values were filed as active, the others as inactive; ? = inconclusive; · = not tested or not shown. Cut-off read from the data, not from the text of the source, unless noted: active = inhibition above about 30%; inactive = the rest.

SMILES	BioA inh	FadD28 binding	Mtb UGM inh	CCHF vOTU inh	Mtb FBA inh	BoNT F protease	DUSP3 inh	MazEF act	GDH-TPI counter	Rv3671c inh
COc1cccc(OC)c1C(=O)Nc1ccc2c(c1)Cc1ccccc1-2	·	0.0	-2.7	6.2	3.1	2.3	17.4	7.7	1.0	-4.3
Cc1cc(OC(=O)c2c(Cl)cccc2Cl)nc(C)n1	-0.5	-2.7	1.9	4.3	-2.8	7.2	-1.8	2.7	19.1	3.3
Cc1cc(NS(=O)(=O)c2ccc(NC(=O)c3cc(-c4cccnc4)nc4ccc(Cl)cc34)cc2)no1	0.5	1.0	1.7	-1.5	7.1	5.8	34.5	6.3	-0.3	-6.3
COc1ccc(OC)c(-c2csc(N3CCC(c4ccccc4)CC3)n2)c1	·	-3.1	5.4	18.1	1.4	-5.2	5.6	-7.8	0.0	-2.2
CC(Oc1ccc(F)cc1)c1ccnc2nc(/N=C/N(C)C)nn12 (stereo not drawn)	·	0.5	-1.0	-3.9	14.3	1.4	2.3	10.3	6.7	-7.3
CNC(=S)N(CCc1ccccc1)Cc1cc2cc(OC)c(OC)cc2[nH]c1=O	2.2	-0.5	-0.2	-7.7	11.7	-5.3	-7.9	13.9	23.6	4.7
COc1cc(NC(=O)c2cccs2)ccc1NC(=O)Cc1ccccc1	5.9	-0.1	1.4	0.4	-1.4	-0.9	22.9	1.9	6.8	0.8
COc1cccc(-c2csc(N3CCN(Cc4ccccc4)CC3)n2)c1	-1.6	-1.0	-0.5	0.0	-0.3	-8.8	5.9	2.3	-5.6	2.2
CC(C)Cn1c(=O)c2ccccc2n2c(CCC(=O)O)nnc12	1.6	-1.0	0.4	-5.9	7.3	19.1	-20.5	1.7	8.6	7.7
COc1ccc(CCNC(=O)C(=O)NN=C2CCCCCCC2)cc1OC	0.3	-1.7	1.1	-8.7	0.1	?	-4.3	4.7	1.9	-1.2
Cc1ccc(OCC(=O)N2CCN(Cc3ccc([N+](=O)[O-])cc3)CC2)cc1	-0.1	0.2	0.7	-6.8	-3.2	-3.8	-28.5	5.0	7.6	-2.9
O=C(NCC(=O)N(CC1CCCO1)C(C(=O)NC1CCCCC1)c1cccnc1)c1cccs1 (stereo not drawn)	-0.7	-1.2	-2.1	-0.3	1.9	-5.3	10.6	1.9	1.6	1.6
CCOc1ccc(NC(=O)CCNC(=O)C2CCN(S(=O)(=O)c3ccccc3)CC2)cc1	-0.4	1.1	2.2	-6.7	0.3	-0.1	5.5	5.8	5.5	0.4
O=C(N/N=C/c1cc2c(cc1Cl)OCO2)c1ccc2c(c1)OCCO2	·	-1.1	0.3	4.6	1.3	-5.6	8.5	10.7	24.1	-5.2
COCc1cc(Sc2c(Cl)cccc2Cl)nc(-c2ccccc2)n1	-2.6	-0.8	1.6	14.8	0.8	-5.5	9.9	-6.7	12.4	-2.4
COc1ccc2[nH]cc(CCCN3C(=O)c4ccccc4C3=O)c2c1	0.2	-0.9	0.7	-12.8	1.3	-8.2	-27.2	0.5	2.2	-3.3
O=C(c1ccco1)N(CCO)Cc1cc2cc3c(cc2[nH]c1=O)OCO3	-1.1	-2.5	0.3	-18.8	20.5	-2.7	12.5	-1.3	15.8	-6.2
Cn1c(=O)[nH]c(=O)c2c1nc(OC(=O)c1ccccc1)n2CC(O)COc1ccc(F)cc1 (stereo not drawn)	-1.1	0.0	·	-18.1	3.0	-3.8	13.4	-1.2	4.6	·
O=C(COC(=O)[C@@H]1CC(O)CN1S(=O)(=O)c1ccc(Cl)cc1)NC(=O)NCc1ccccc1 (stereo partly drawn)	0.2	-1.2	-1.1	-7.5	0.0	12.1	·	-5.6	-10.8	4.5
COc1cc(/C=C2/C(=O)ON=C2C)ccc1OCc1ccccc1F	-1.3	-0.3	-1.5	-1.7	1.7	-3.0	7.3	-44.6	3.2	5.0

4 entries from above, as comma-separated lines:
Molecule,BioA inh,FadD28 binding,Mtb UGM inh,CCHF vOTU inh,Mtb FBA inh,BoNT F protease,DUSP3 inh,MazEF act,GDH-TPI counter,Rv3671c inh
CNC(=S)N(CCc1ccccc1)Cc1cc2cc(OC)c(OC)cc2[nH]c1=O,2.2,-0.5,-0.2,-7.7,11.7,-5.3,-7.9,13.9,23.6,4.7
COc1cc(NC(=O)c2cccs2)ccc1NC(=O)Cc1ccccc1,5.9,-0.1,1.4,0.4,-1.4,-0.9,22.9,1.9,6.8,0.8
COc1cccc(-c2csc(N3CCN(Cc4ccccc4)CC3)n2)c1,-1.6,-1.0,-0.5,0.0,-0.3,-8.8,5.9,2.3,-5.6,2.2
CC(C)Cn1c(=O)c2ccccc2n2c(CCC(=O)O)nnc12,1.6,-1.0,0.4,-5.9,7.3,19.1,-20.5,1.7,8.6,7.7

Later entries
SMILES	BioA inh	FadD28 binding	Mtb UGM inh	CCHF vOTU inh	Mtb FBA inh	BoNT F protease	DUSP3 inh	MazEF act	GDH-TPI counter	Rv3671c inh
Cc1ccc(C(=O)C2CCN(S(=O)(=O)c3ccccc3C(=O)O)CC2)cc1	1.0	-3.7	·	-17.9	-2.1	-12.8	6.8	4.4	-0.4	·
CCC1OC(=O)C(C)C(OC2C[C@@](C)(OC)C(O)C(C)O2)C(C)C(O[C@@H]2OC(C)CC(N(C)C)C2O)[C@](C)(O)CC(C)C(=NOCOCCOC)C(C)C(O)[C@]1(C)O (stereo partly drawn)	0.6	-3.5	0.5	-5.1	-1.7	0.4	·	2.9	14.0	-1.1
CCCCN(C(=O)CSc1nn(-c2ccc(F)cc2)c(=S)s1)c1c(N)n(CCCC)c(=O)[nH]c1=O	·	-2.3	6.1	1.0	5.2	12.8	·	-12.3	16.2	-7.5
COc1ccc(CNC(=O)c2csc(Cc3ccccc3)n2)cc1	1.1	-3.7	-0.6	5.2	0.9	-17.4	5.4	1.2	-0.8	-1.4
O=c1c2ccccc2nc2n1CCO2	-1.5	-0.7	-0.1	-15.7	8.7	-16.7	22.2	2.7	1.7	4.6
CCOC(=O)C1CCN(CC(C)(C)NS(=O)(=O)c2ccc(Cl)cc2)CC1	-1.8	0.0	-1.9	7.0	2.6	-6.9	6.7	-25.1	4.4	-7.6
COC(=O)COc1nc(C)c(Br)c(OC)n1	-1.9	-2.8	-0.5	-0.4	-4.7	-2.6	-2.0	-3.1	-7.0	-1.2
O=C(C1CCN(C2CCN(Cc3ccc4c(c3)CCO4)CC2)CC1)N1CCOCC1	-0.9	0.1	0.7	2.9	3.1	-8.7	22.0	-15.3	0.6	-8.1
CCOc1ccc(-n2cnc3sc(C)c(C)c3c2=O)cc1	-2.6	-2.2	1.5	-18.1	-1.3	?	1.3	6.8	5.6	-8.2
Cc1ccccc1C(=O)NNC(=O)c1cccc([N+](=O)[O-])c1	·	-2.1	-0.3	0.2	-1.9	-1.6	16.5	-13.8	4.1	3.1
O=C(OC(C(=O)NCC1CCCO1)c1ccccc1F)c1ccco1 (stereo not drawn)	-0.5	-1.1	3.9	-8.2	-1.3	-0.4	31.5	2.6	-10.7	3.5
COc1ccc(CCN2CC(C(=O)NCCN3CCCC3=O)CCC2=O)cc1 (stereo not drawn)	-0.9	-0.4	0.0	0.2	0.5	0.5	1.8	1.6	4.5	6.3
COc1ccc(/C=N/NC(=O)C(=O)N2CCCCCC2)cc1O	-2.6	-0.1	0.7	11.1	0.0	-8.3	-11.6	3.3	11.3	-7.0
COc1cccc(C(C)(O)c2nc(-c3ccc(N(C)C)cc3)cs2)c1 (stereo not drawn)	-1.9	-0.7	·	9.4	-2.1	-1.7	·	·	3.6	·
CN(C(=O)C1CCC(=O)N(Cc2cccc(F)c2)C1)C1CCCCC1 (stereo not drawn)	-1.4	-3.2	-1.6	-6.2	-0.7	4.5	-5.5	-2.2	-5.0	-1.9
O=C(O)CCN(CCC(=O)O)S(=O)(=O)c1ccccc1	-1.8	-2.1	0.0	-15.1	0.4	-3.6	7.6	0.8	1.8	-0.8
C/C=C/c1cc(OC)c2c(c1)[C@H](C)[C@@H](c1ccc(O)c(OC)c1)O2	-1.7	-0.2	0.9	5.1	2.2	-18.7	·	3.2	2.1	5.4
COC(=O)c1ccc(NC(=O)N2CCC(O)(c3cccnc3)CC2)cc1	6.7	-4.6	-0.7	10.4	2.5	-5.4	0.2	2.0	3.8	-0.2
Cc1cc(NC(=O)CCC(=O)N(CC(=O)NCC2CCCO2)c2ccccc2)no1 (stereo not drawn)	-0.4	-0.1	0.0	-7.7	0.9	4.7	23.1	1.8	1.6	4.0
COC(=O)CCc1c(C)c(C(=O)c2ccc(F)cc2)c2ccccn12	·	0.4	0.2	-5.2	2.4	14.7	9.9	-3.1	5.5	9.2
COc1cc(OC)c2c(c1)S(=O)(=O)C(c1ccccc1)=C2N	·	-0.5	-0.8	-3.0	-0.9	-7.4	26.2	-7.5	2.6	1.5
Cc1ccc(NCc2nnc(SCC(=O)c3ccccc3)n2Cc2ccco2)c(C)c1	·	0.4	-0.4	2.4	1.4	-5.0	15.9	-13.2	14.0	-7.9
COc1ccc(S(=O)(=O)NC(N)=NCCc2ccc(OC)c(OC)c2)cc1C	·	-0.9	-1.0	7.9	1.1	3.7	-17.0	-1.6	4.4	-8.6
CCN1C(=O)[C@@H]2[C@@H](c3ccc(-c4ccc(F)cc4)c(OC)c3)N3CCC[C@@]3(C(=O)OC)[C@@H]2C1=O	-0.1	-4.7	0.1	3.4	-1.2	-10.8	·	2.9	1.2	-14.7
CN(C)c1ccc(CNc2nc3cc(-c4ccc(F)cc4)sc3c(=O)n2C)cc1	-1.4	0.0	·	-0.4	1.3	-4.3	·	·	-0.4	·
CCOc1ccc2c(c1)OC1(CCC(C)C1)CC2=O (stereo not drawn)	0.4	-2.9	1.3	-2.7	-0.6	-2.9	·	4.8	6.9	1.1
CN(Cc1ccco1)S(=O)(=O)c1ccc2c(c1)CCN2C(=O)CCC(=O)O	·	-4.6	-0.5	-0.5	0.2	-5.2	37.2	1.6	6.1	-2.8
CCOc1c2ccc(C(=O)NC3CCCc4ccccc43)cc2nn1C (stereo not drawn)	0.4	-4.0	5.7	-52.2	59.3*	12.0	13.2	3.6	4.8	-9.0
Cc1cc(C)c(NC(=O)C2CCCN2C(=O)NC2CCCCC2)c(C)c1 (stereo not drawn)	-1.7	0.3	1.8	-10.6	1.9	-3.0	17.6	3.4	2.8	-12.0
Cc1nc2ccc(NS(=O)(=O)c3c(C)c(C)cc(C)c3C)cc2s1	1.2	-5.5	3.2	9.3	2.8	?	-17.6	1.2	-6.6	-10.2
CCOC(=O)CN1CC23C=CC(O2)C(C(=O)N2CCN(c4ccc(F)cc4)CC2)C3C1=O (stereo not drawn)	-0.7	0.5	-0.8	10.2	1.2	-7.9	29.6	2.5	-3.3	-2.9
O=C(Cn1cc2c(n1)CCCCC2)N1CCc2ccccc2C1	-0.8	-3.5	-4.2	4.1	1.0	-0.7	15.1	2.6	1.0	-8.6
COc1ccc(C(=O)NC2CC2)cc1OC1CCN(Cc2ccc(NC(C)=O)cc2)CC1	-3.6	-0.3	·	-1.9	1.9	-1.8	9.2	11.2	1.7	·
Cc1sc(N)c(C(=O)c2ccccc2Cl)c1C	1.5	0.9	0.7	2.7	-4.2	-9.2	13.9	4.7	3.7	5.7
CC(=O)c1ccccc1NS(=O)(=O)c1cccc2nonc12	-1.0	1.1	1.7	-6.6	0.5	3.6	-25.0	3.3	18.6	3.9
Cc1ccc(S(=O)(=O)C(CNC(=O)C(C)C)c2cccs2)cc1 (stereo not drawn)	-1.6	-1.1	-0.5	7.4	-1.7	-0.6	-5.9	3.2	4.3	3.1
Cc1cccc(C)c1NC1=NC(=S)N(c2ccccc2)C12CCOC(C)(C)C2 (stereo not drawn)	·	0.7	4.3	-5.3	-3.7	2.9	38.8	1.4	-5.6	3.3
COc1ccc(C#Cc2cccc(-c3nc(C(=O)N4CCN(C)CC4)cc4c3[C@H](CCO)N(S(=O)C(C)(C)C)C4)c2)cc1OC (stereo partly drawn)	-0.9	-4.1	·	-8.0	-3.4	-5.9	·	·	·	·

Screens from PubChem.
